Compound activity deposited in PubChem by several laboratories.
VIM-2 inh = blocks Pseudomonas aeruginosa VIM-2 metallo-beta-lactamase. purified VIM-2, nitrocefin hydrolysis, epi-absorbance fluorescence. inhibition, % at 5.6 µM. 290,000 compounds, 0.89% hits. AID 1527;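 active = inhibition above the mean of all tested compounds plus 3 SD, cutoff set per screening run, cut at about 7.5% in these data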;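 note: red hydrolysis product quenches plate fluorescence so inhibitors raise well fluorescence; 0% = enzyme with DMSO and 100% = DMSO without enzyme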
IDE cell activ = boosts human insulin-degrading enzyme activity in HEK cells; AID 493087; 340,000 compounds, 0.073% hits; activation, % at 5.96 µM; FAbeta-B cleavage, fluorescence polarization; 0% vehicle, 100% cell-free pure enzyme wells;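 active = activation above the mean of all tested compounds plus 3 SD, set per screening campaign, cut at about 17% in these data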
Target sequence (P14735 whole entry, looked up): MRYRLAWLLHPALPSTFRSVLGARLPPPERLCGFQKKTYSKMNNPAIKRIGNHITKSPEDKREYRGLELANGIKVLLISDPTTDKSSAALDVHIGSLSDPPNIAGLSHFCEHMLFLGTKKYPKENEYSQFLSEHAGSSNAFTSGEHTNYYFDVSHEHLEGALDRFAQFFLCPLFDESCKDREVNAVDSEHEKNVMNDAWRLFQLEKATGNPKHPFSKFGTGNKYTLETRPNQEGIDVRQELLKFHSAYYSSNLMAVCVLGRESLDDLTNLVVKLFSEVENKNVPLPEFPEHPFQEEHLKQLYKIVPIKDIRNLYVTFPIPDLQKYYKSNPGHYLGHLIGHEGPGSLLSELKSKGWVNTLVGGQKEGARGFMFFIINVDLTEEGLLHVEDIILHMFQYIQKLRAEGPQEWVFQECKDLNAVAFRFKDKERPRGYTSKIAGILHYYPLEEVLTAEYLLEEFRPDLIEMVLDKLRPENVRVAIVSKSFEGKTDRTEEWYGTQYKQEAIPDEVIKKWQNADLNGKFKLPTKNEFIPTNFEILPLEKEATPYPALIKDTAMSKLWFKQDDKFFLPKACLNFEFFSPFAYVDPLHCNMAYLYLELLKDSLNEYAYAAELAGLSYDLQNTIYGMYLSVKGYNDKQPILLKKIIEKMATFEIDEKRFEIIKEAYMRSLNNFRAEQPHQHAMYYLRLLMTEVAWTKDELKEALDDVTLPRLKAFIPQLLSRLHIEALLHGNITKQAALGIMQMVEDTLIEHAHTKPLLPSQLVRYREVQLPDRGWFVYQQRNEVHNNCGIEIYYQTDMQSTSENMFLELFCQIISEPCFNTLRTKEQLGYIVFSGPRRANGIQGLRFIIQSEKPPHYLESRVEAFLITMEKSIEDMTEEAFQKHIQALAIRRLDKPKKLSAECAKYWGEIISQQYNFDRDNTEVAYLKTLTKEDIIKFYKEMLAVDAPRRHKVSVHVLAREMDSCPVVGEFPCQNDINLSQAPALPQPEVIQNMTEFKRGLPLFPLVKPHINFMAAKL
PfM18AAP inh = blocks P. falciparum M18 aspartyl aminopeptidase; AID 1822; 290,000 compounds, 1.2% hits; inhibition, % at 7.35 µM; recombinant PfM18AAP, H-Glu-NHMec fluorogenic cleavage;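 active = inhibition above the campaign mean inhibition over all tested compounds plus 3 SD, cut at about 28% in these data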;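 note: 0% = plate median of test compound wells and 100% = 2 mM ZnCl2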
UBC9 SUMO inh = inhibitors of human SUMOylation (UBC9); inhibition, % at 35 µM; HTRF SUMOylation assay, SAE1/SAE2 + UBC9, in vitro; 290,000 compounds, 0.36% hits; in the data active = inhibition above about 50%, passing the limit was not always enough; note: strong numbers were not always called active
FID counter = counter-screen for HCV NS3 helicase inhibitors: DNA intercalator displacement; 290,000 compounds, 0.17% hits; AID 1845; inhibition, % at 7.9 µM; DNA fluorescent intercalator displacement, fluorescence; in the data active = inhibition above about 37%;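 note: 0% = vehicle and 100% = reference compound; higher means more ethidium bromide displaced from hairpin DNA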
HCV NS3 hel inh = blocks Hepatitis C virus NS3 helicase unwinding; 290,000 compounds, 0.56% hits; AID 1800; NS3 helicase DNA unwinding, Cy5 molecular beacon fluorescence; inhibition, % at 10.9 µM;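 active = inhibition above the mean of all tested compounds plus 3 SD, set per campaign, cut at about 35% in these data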;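 note: 0% = DMSO wells and 100% = thioflavine S control wells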
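System: Hepatitis C virus NS3 helicase domain fragment enzyme | Reagent: Annealed dual-labelled DNA beacon duplex, ATP-started | Compound dosing: 10.9 µM single point, 0.8% DMSO | Incubation: 1 h reaction at 25 °C, ATP-initiated | Technique: Cy5 fluorescence | Evaluation: Percent inhibition from t60/t0 fluorescence ratio | Benchmarks: Low DMSO, high thioflavine S at 110 µM | Replication: Singlicate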
IMP-1 inhibitor = blocks Pseudomonas aeruginosa IMP-1 metallo-beta-lactamase; inhibition, % at 5.6 µM; purified IMP-1, nitrocefin hydrolysis, epi-absorbance fluorescence; 290,000 compounds, 0.45% hits;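 active = inhibition above the mean plus 3 SD of all compounds in the same screening run, cut at about 4.5% in these data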;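 note: 0% = IMP-1 with DMSO and 100% = DMSO wells lacking enzyme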
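System – purified recombinant IMP-1 beta-lactamase · Input – IMP-1 dispensed at 0.2 nM · Timing – 15 min preincubation plus 25 min reaction at 25 °C · Signal – Epi-absorbance fluorescence, 480 nm excitation, 530 nm emission · Measure – percent IMP-1 inhibition derived from blank-referenced optical density · Controls – Enzyme-plus-DMSO low control, enzyme-free DMSO high control · Replication – singlicate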
pCIP destab = compounds decreasing mouse p/CIP protein stability; Q05BA5; F442A p/CIP-EGFP cells, EGFP fluorescence, 16 h; decrease of EGFP signal, % at 10 µM; 290,000 compounds, 0.01% hits;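 active = EGFP signal decrease of at least 30% at 10 µM or well 3 SD below plate mean, unless failing retest; inactive = the rest, including hits failing retest or dose response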; note: some compounds called inactive have numbers as strong as hits; many of its hits are not listed in these tables
IDE cell inh = cellular human IDE inhibition | 320,000 compounds, 0.41% hits | AID 434962 | HEK cells, FAbetaB cleavage, fluorescence polarization | inhibition, % at 5.59 µM | P14735;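 active = percent inhibition above the average of all tested compounds plus 3 SD, set per screening campaign, cut at about 16% in these data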;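 note: IDE supplied by intact live HEK cells; FP after avidin binding of uncleaved biotin substrate so inhibition keeps polarization high; 0% = DMSO wells and 100% = 60 µM reference IDE inhibitor Ii1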
Starred values were filed as active, the others as inactive; nt = no result given.

The opening 2 entries, to show the layout:
SMILES	VIM-2 inh	IDE cell activ	PfM18AAP inh	UBC9 SUMO inh	FID counter	HCV NS3 hel inh	IMP-1 inhibitor	pCIP destab	IDE cell inh
O=C1NC(=O)N(Cc2ccco2)C(=O)/C1=C/c1cccn1CCOc1ccccc1Cl	-1.7	-7	9	66*	-19	43*	-0.7	-20	8
CC(=O)c1cccc(OCC(O)CN2CC=C(c3ccccc3)CC2)c1 (stereo not given)	-1.2	4	-2	13	21	-15	-3.6	-24	10

This part in full (from the top)
SMILES	VIM-2 inh	IDE cell activ	PfM18AAP inh	UBC9 SUMO inh	FID counter	HCV NS3 hel inh	IMP-1 inhibitor	pCIP destab	IDE cell inh
O=C1NC(=O)N(Cc2ccco2)C(=O)/C1=C/c1cccn1CCOc1ccccc1Cl	-1.7	-7	9	66*	-19	43*	-0.7	-20	8
CC(=O)c1cccc(OCC(O)CN2CC=C(c3ccccc3)CC2)c1 (stereo not given)	-1.2	4	-2	13	21	-15	-3.6	-24	10
Cc1ccc(N2C(=O)NC(=O)/C(=C/c3ccc(-c4ccc(C(=O)O)c(Cl)c4)o3)C2=O)cc1	-0.9	-3	9	25	-32	39*	-2.3	-14	6
O=c1[nH]c(O)c(N=Nc2ccc(S(=O)(=O)N3CCOCC3)cc2)c(=O)[nH]1	-2.3	-2	-5	3	2	17	-2.0	-15	-3
CCOP(=S)(OCC)N1CCOCCOCCN(P(=S)(OCC)OCC)CCOCCOCC1	0.5	7	4	-13	-32	-4	0.1	-6	4
CC(C)OP(=O)(OC(C)C)C(O)c1ccc(Br)cc1 (stereo not given)	-3.2	6	2	12	-7	3	-2.4	-5	3
CC(C)=CCSc1nnc([C@@H](N)Cc2c[nH]c3ccccc23)o1	0.3	7	-9	-6	-9	-15	-1.4	1	3
CC1(C)CC(n2[nH]c(=O)c3c2NC(=O)CSC3c2ccccc2)CCO1 (stereo not given)	-3.4	-2	6	17	-3	1	-3.8	2	1
O=C1CCCN1c1ccc(S(=O)(=O)O)cc1 (tested in a mixture with another compound)	-3.5	1	80*	17	-3	-7	-4.6	-14	0
Cc1ccc(Cn2nc(C(=O)Nc3ccc(Br)cc3)cc2C)cc1	-2.1	2	-11	2	-18	4	-2.6	-15	3
O=C(O)c1ccccc1N=Nc1c(O)[nH]c(=O)[nH]c1=O	-3.2	8	7	0	-1	-3	-3.5	-19	-2
Cc1c2cnn(CC(=O)N3CCC4(CC3)OCCO4)c(=O)c2c(C)n1Cc1ccc(F)cc1	-0.6	7	0	14	-32	-3	-1.5	4	-3
NC(N)=N/N=C/c1ccc(N2CCOCC2)cc1	2.9	3	-6	-6	9	7	0.2	-1	1
Cc1ccc(S(=O)(=O)N2CCCC(C(=O)N3CCC4(CC3)OCCO4)C2)cc1 (stereo not given)	-3.2	-1	-2	16	-12	-2	-3.2	14	1
COc1cc(C(CN)CC(=O)O)ccc1O (stereo not given)	-2.8	4	5	16	1	-2	-2.5	-9	0
C1=C(c2c[nH]c3ccccc23)CCN(Cc2ccccc2)C1	-0.7	-2	4	0	16	-15	-1.7	3	2
COCCN1C(=O)NC(=O)/C(=C\c2ccc(F)cc2)C1=O	-0.9	-2	-4	12	-5	1	-3.2	-6	3
Cc1ccc(NC(=O)c2cc(-c3ccccc3)n(CCCN3CCOCC3)c2C)cc1	-2.7	nt	-3	11	-1	-45	-2.4	-12	-1
CCn1nc(/C=C/c2ccccc2)nc2c(=O)n(C)c(=O)nc1-2	-2.3	nt	8	99*	0	17	-3.8	11	nt
O=[As](O)(O)c1ccc(N=Nc2ccc(O)cc2)cc1	-4.8	6	7	9	3	-2	5.1*	6	nt
CC(C)(C)N(NC(=O)c1ccccc1)C(=O)c1ccccc1	-0.1	6	-3	-19	-5	-5	-2.6	-6	3
CN(C)c1nc(OCCNC(=O)COc2ccc(Cl)cc2Cl)nc(N2CCCCC2)n1	-4.3	9	4	-14	-7	6	-3.1	22	0
O=C1/C(=C\c2ccc([N+](=O)[O-])cc2)N2CCC1CC2	-1.7	-2	-1	-3	2	-2	-2.1	-15	5
CC(=O)N1N=C2C3CCN(CC3)C2C1c1ccc(F)cc1 (stereo not given)	-0.5	2	-1	-3	0	-2	-1.6	1	4
Cc1ccccc1CCNCc1cc2cccc(C)c2[nH]c1=O	-0.8	3	16	3	3	-8	1.5	-5	0
O=C(N/N=C/c1c(O)n(-c2ccccc2)c(=O)[nH]c1=O)c1ccncc1	-5.3	-8	8	2	-5	17	-2.1	-4	-2
CC(=O)Nc1ccc(N=Cc2c(O)n(Cc3ccco3)c(=O)[nH]c2=O)cc1	-2.1	nt	13	18	-24	7	-2.3	-12	9
Fc1ccc2c(c1)nnn2C1CCN(Cc2nnnn2CCc2ccccc2)CC1	-0.4	1	-16	24	-16	-11	-5.4	-8	2
O=C(Nc1cccc(OC(=O)N2CCCCC2)c1)N1CCOCC1	0.0	3	-11	-6	-13	7	0.3	10	-3
CCCCNS(=O)(=O)c1ccc(OCC(=O)N2CCN(Cc3ccc4c(c3)OCO4)CC2)cc1	-2.5	5	5	-9	-14	8	-3.2	-38	-3
COc1ccc2c(c1OC)C(=O)OC2c1c(O)n(C2CCCCC2)c(=O)[nH]c1=O (stereo not given)	-1.5	1	0	20	1	5	-2.2	0	0
CN1CCC2(CC1)NC(=O)C1=C(CN(C)CC1)N2	-2.5	-3	-2	nt	11	15	-3.2	nt	-10
CCN1C(=O)C(=Cc2cc(C)n(C3CC3)c2C)C(=O)N(CC)C1=S	0.1	-1	2	29	-20	9	12*	-10	4
Cc1cc(OCCN2CC2)c2ccccc2n1	0.3	nt	0	4	6	-15	-1.4	0	3
CNC(=S)N1CCN(CCN=Cc2c(O)n(-c3ccc(C)cc3)c(=S)[nH]c2=O)CC1	-1.9	3	-5	19	-11	5	-2.2	4	-3
CC(C)CCOP(N)(=O)Oc1ccccc1Cl (stereo not given)	1.6	-9	-8	3	-14	27	2.4	4	1
Clc1cccc(C2NCCc3[nH]cnc32)c1 (stereo not given)	-2.7	1	-2	4	2	3	-1.3	-7	-2
CCOc1cc(CNCCc2c[nH]c3ccccc23)cc(Cl)c1OCC	-1.3	-2	-15	-22	11	-64	-1.8	0	-1
CC(C)[N+](C)(CCC(C(N)=O)(c1ccccc1)c1ccccc1)C(C)C	-2.2	4	3	5	2	-8	-0.6	-6	-1
CCN(CC)C(=O)c1ccc(NC(=O)c2ccc(-c3nn(C)c(=O)c4ccccc34)cc2)cc1	-2.7	-8	2	10	-4	5	-1.9	2	0
CCOC(=O)c1c(C)n(C(C)C)c2ccc(OC)cc12	-1.8	-2	5	3	-25	2	-5.9	-10	-1
CCN(CC)c1ccc(/C=C/[N+](=O)[O-])cc1	2.6	-74	23	-2	6	-6	6.5*	-32	6
c1ccc(CCN2CCC(N3CCN(c4ccccc4)CC3)CC2)cc1	-3.9	1	3	-5	3	-4	-2.9	7	7
CNC(=O)Oc1ccc(N(C)C)cc1C(C)C	-0.5	3	-5	9	-2	0	-1.3	-5	3
N#Cc1ccccc1Cn1cc(C(=O)c2ccco2)c2ccccc21	-2.0	5	2	-15	-6	-9	-2.0	3	0
Cc1cc(OCC(=O)NCc2cccnc2)c2c3c(c(=O)oc2c1)CCCC3	33*	-7	6	15	-40	4	-2.6	0	7
CCOc1ccc(-n2c(CC)nc3ccccc3c2=O)cc1	-0.3	4	-9	-1	-6	-11	-1.5	5	-1
COc1ccc(Oc2cc(NC(=O)c3nn(C)cc3[N+](=O)[O-])cc([N+](=O)[O-])c2)cc1	-2.0	6	-6	-7	17	-2	-5.4	-26	-1

Single entries from the results shown.
PfM18AAP inh result of CCOc1cc(CNCCc2c[nH]c3ccccc23)cc(Cl)c1OCC : -15
VIM-2 inh result of COc1ccc(Oc2cc(NC(=O)c3nn(C)cc3[N+](=O)[O-])cc([N+](=O)[O-])c2)cc1 : -2.0
IMP-1 inhibitor result of Cc1cc(OCC(=O)NCc2cccnc2)c2c3c(c(=O)oc2c1)CCCC3 : -2.6
IDE cell activ result of CC(C)[N+](C)(CCC(C(N)=O)(c1ccccc1)c1ccccc1)C(C)C : 4

Returning to the listing; the 5 compounds before the break are reprinted first.
SMILES	VIM-2 inh	IDE cell activ	PfM18AAP inh	UBC9 SUMO inh	FID counter	HCV NS3 hel inh	IMP-1 inhibitor	pCIP destab	IDE cell inh
CNC(=O)Oc1ccc(N(C)C)cc1C(C)C	-0.5	3	-5	9	-2	0	-1.3	-5	3
N#Cc1ccccc1Cn1cc(C(=O)c2ccco2)c2ccccc21	-2.0	5	2	-15	-6	-9	-2.0	3	0
Cc1cc(OCC(=O)NCc2cccnc2)c2c3c(c(=O)oc2c1)CCCC3	33*	-7	6	15	-40	4	-2.6	0	7
CCOc1ccc(-n2c(CC)nc3ccccc3c2=O)cc1	-0.3	4	-9	-1	-6	-11	-1.5	5	-1
COc1ccc(Oc2cc(NC(=O)c3nn(C)cc3[N+](=O)[O-])cc([N+](=O)[O-])c2)cc1	-2.0	6	-6	-7	17	-2	-5.4	-26	-1
CN(C)c1ccc(/C=C2\CC3C4CC=C5CC(O)CCC5(C)C4CCC3(C)C2=O)cc1 (stereo not given)	-3.1	0	0	-8	-7	6	-3.0	-6	3
CN1CCCN(C(=O)COc2ccc(F)cc2Cl)CC1	1.1	3	-9	-5	2	10	1.2	-28	-3
COc1cccc(CN2CCN(Cc3cccc(F)c3)CC2)c1	-1.5	3	2	12	6	-7	1.4	9	3
Cc1ccccc1CN1CCN(c2ccc(Cl)cc2)CC1	-0.3	-2	0	0	9	-18	0.0	-14	-2
CSCCC(N=Cc1c(O)n(-c2ccc(F)cc2)c(=O)[nH]c1=O)C(=O)OC(C)(C)C (stereo not given)	-1.3	5	3	7	-21	-1	-2.1	-4	7
FC(F)(F)c1ccccc1N1CC1c1ccncc1 (stereo not given)	-1.5	-3	7	-26	-4	-2	-2.5	-12	-2
Cc1ccc(S(=O)(=O)N2CCCCC2)cc1NC(=O)CN1CC=C(c2ccccc2)CC1	1.3	1	-7	-6	0	-49	-4.2	-1	-1

Compound profiles, from the list above. Order of screens: VIM-2 inh | IDE cell activ | PfM18AAP inh | UBC9 SUMO inh | FID counter | HCV NS3 hel inh | IMP-1 inhibitor | pCIP destab | IDE cell inh
CSCCC(N=Cc1c(O)n(-c2ccc(F)cc2)c(=O)[nH]c1=O)C(=O)OC(C)(C)C (stereo not given) is listed as -1.3 | 5 | 3 | 7 | -21 | -1 | -2.1 | -4 | 7
CN(C)c1ccc(/C=C2\CC3C4CC=C5CC(O)CCC5(C)C4CCC3(C)C2=O)cc1 (stereo not given) is listed as -3.1 | 0 | 0 | -8 | -7 | 6 | -3.0 | -6 | 3

This is a subset; the hit share may differ from the screen's.
